RGS4 inhibitor: human RGS4 inhibition | P49798 | Transcreener GDP fluorescence polarization, RGS4-accelerated GTP hydrolysis | Potency, µM (highest dose often 114 µM), inactives show at the highest dose activity change, negative = inhibition, most hits filed as inhibitors | AID 504845 | hit rate 0.039% among 390,000; note: % is set by controls: 0 for no effect and ±100 for the full control effect; nearly all actives have a fitted effect of over 75% in size; some results filed as inactive show a strong effect at the top dose
Target sequence (P49798 whole entry, looked up): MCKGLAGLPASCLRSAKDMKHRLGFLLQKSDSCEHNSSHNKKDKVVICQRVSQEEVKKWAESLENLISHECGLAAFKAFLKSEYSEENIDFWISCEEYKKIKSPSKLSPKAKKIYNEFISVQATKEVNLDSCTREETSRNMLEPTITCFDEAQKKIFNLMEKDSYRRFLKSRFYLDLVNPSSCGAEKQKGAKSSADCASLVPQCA
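MLSMR compounds (23 nl, pin-transferred) preincubated 10 min at room temperature with a 500nM (2x) first reagent, then RGS4 at 900nM (2x) plus Transcreener GDP mix added; fluorescence polarization (620/688 nm) read before and after 90 min at 30 °C.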
ERG Ets-DNA blk: inhibitors of human ERG Ets domain-DNA interaction. fluorescence polarization, His-ERG Ets domain / labelled DNA. Potency, µM (top dose mostly 76.9 µM), for inactives: top-dose FP activity, negative = inhibition, actives largely listed as inhibitors. P11308. hit rate 0.028% among 370,000. AID 624246; active = well fitted inhibition curve with a large enough effect in the polarisation, with a control signal flat; inconclusive = small, poorly fitted or top-dose-only effect, or effect the other way, or a change in a side signal; inactive = no such curve, though single readings can be large or run the other way; the % refers to the polarisation;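 note: polarization taken with two DNA probes labelled with fluorescein and Texas red; % of control where 0% means no effect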
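His-tagged ERG Ets domain (1 uM in the protein solution; 300mM KCl, 50mM Tris-HCl, 1mM EDTA, 1mM DTT, pH 7.5) received compound, then a probe mix of 5 nM fluorescein-DNA and 100nM Texas-615-DNA. Fluorescence polarization was read for both dyes.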
HP1b binding inh: blocks HP1-beta chromodomain binding to methylated histone tails | AlphaScreen HP1-beta / biotin-H3K9me3 peptide binding | hit rate 0.56% among 390,000 | Potency, µM (series often up to 114 µM), inactives show at the top dose activity change, negative = inhibition, most hits filed as inhibitors | P83916; note: nearly all actives have a fitted effect of over 70% in size; inactives centre near 23
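Compound inhibition of the preformed complex between 50 nM HP1-beta and 50 nM biotinylated H3K9me3 peptide was read by AlphaScreen. Buffer was PBS pH 7.4 with 0.01% Tween-20. Incubations ran 30 min at room temperature, with 10 ug/mL donor/acceptor beads.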
JMJD2A Tudor inh: inhibitors of human JMJD2A Tudor domain | AlphaScreen JMJD2A-Tudor / H3K4me3 peptide binding | Potency, µM (series often up to 114 µM), without a hit: top-dose activity change, negative = inhibition, most hits filed as inhibitors | AID 504339 | hit rate 4.4% among 390,000; note: % is set by controls: 0 for no effect and ±100 for the full control effect; nearly all actives have a fitted effect of over 50% in size
PGK inhibitor: inhibitors of T. brucei phosphoglycerate kinase; P07378; PGK/GAPDH coupled, Kinase-Glo luminescence, 60 min; Potency, µM (titrated, usually from 57.5 µM), inactives show at the highest dose activity change, negative = inhibition, most hits filed as inhibitors; hit rate 0.043% among 380,000; AID 602233; note: % is set by controls: 0 for no effect and ±100 for the full control effect; nearly all actives have a fitted effect of over 60% in size
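Luminescent ATP detection (Kinase-Glo Plus) follows a 60-minute room-temperature incubation, with wells lacking PGK as controls. Buffer: 100 mM TEA (pH 7.6), 5 mM MgCl2, 0.01% Tween-20. Coupling enzyme GAPDH (100 nM final) supplies unstable 1,3-BPG in-well.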
rTrxR1 inhibitor: rat TrxR1 inhibition; AID 588453; Potency, µM (titrated, usually from 114 µM), for inactives: top-dose activity change, negative = inhibition, actives largely listed as inhibitors; O89049; hit rate 1% among 390,000; recombinant rTrxR1, NADPH fluorescence consumption, selenite substrate; note: % is set by controls: 0 for no effect and ±100 for the full control effect; nearly all actives have a fitted effect of over 65% in size
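Rat TrxR1 (90 nM in the dispensed reagent) was pre-reduced with 400 uM NADPH for 5 min at room temperature, then incubated with compound for 15 min. After 400 uM selenite was added, NADPH fluorescence (Ex 340/Em 450 nm) was followed for 8 min.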
GLS inhibitor: blocks human kidney-isoform glutaminase activity; O94925; GLS enzymatic activity, qHTS titration; Potency, µM (top dose mostly 45.5 µM), for the others: at the highest dose activity change, negative = inhibition, hits mostly inhibitors; hit rate 0.21% among 410,000; AID 624170; note: % is set by controls: 0 for no effect and ±100 for the full control effect
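Assay buffer: 45 mM KH2PO4 pH 8.2, 0.02% Tween-20. hKGA acts on L-glutamine (1 mM solution added); product glutamate is reported by an oxidase/peroxidase Amplex Red coupling, with fluorescence taken at baseline and 30 min.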
ALOX12 inh: inhibitors of human 12S-lipoxygenase ALOX12. P18054. purified 12hLO, xylenol orange hydroperoxide absorbance. Potency, µM (doses to about 108 µM), for the others: at the top dose activity change, negative = inhibition, usual class: inhibitors. hit rate 1.1% among 580,000; note: % is set by controls: 0 for no effect and ±100 for the full control effect
Target sequence (P18054 whole entry, looked up): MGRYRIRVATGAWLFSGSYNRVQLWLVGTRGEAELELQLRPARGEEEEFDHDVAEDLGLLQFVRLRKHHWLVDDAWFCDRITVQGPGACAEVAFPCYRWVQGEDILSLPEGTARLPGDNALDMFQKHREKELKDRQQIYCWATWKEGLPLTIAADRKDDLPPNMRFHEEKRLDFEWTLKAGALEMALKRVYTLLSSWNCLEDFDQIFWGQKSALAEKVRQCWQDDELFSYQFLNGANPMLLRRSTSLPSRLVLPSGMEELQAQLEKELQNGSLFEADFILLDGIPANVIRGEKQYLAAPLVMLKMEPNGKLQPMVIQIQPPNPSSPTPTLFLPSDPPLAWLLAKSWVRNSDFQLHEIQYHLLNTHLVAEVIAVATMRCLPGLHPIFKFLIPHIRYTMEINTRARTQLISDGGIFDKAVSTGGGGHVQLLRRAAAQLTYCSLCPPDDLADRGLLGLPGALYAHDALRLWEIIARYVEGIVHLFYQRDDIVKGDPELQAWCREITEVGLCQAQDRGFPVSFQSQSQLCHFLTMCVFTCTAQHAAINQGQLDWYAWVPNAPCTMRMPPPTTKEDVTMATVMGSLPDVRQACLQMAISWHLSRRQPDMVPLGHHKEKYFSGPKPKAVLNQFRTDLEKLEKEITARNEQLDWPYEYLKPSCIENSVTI
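Purified human 12hLO (150 nM final) in 25 mM Hepes, 0.01% Triton X-100, pH 7.0 was preincubated 15 min at room temperature with compound. Then 40 uM arachidonic acid was added, 30 min. Hydroperoxide was read by Fe-XO absorbance ratio 573/405 nm.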
Pin1 inhibitor: inhibitors of human Pin1; Q13526; Pin1 FP peptide displacement, HiFluor488, 10 min; Potency, µM (doses to about 115 µM), without a hit: top-dose activity, negative = inhibition, most hits filed as inhibitors; hit rate 0.009% among 390,000; AID 504891; active = well fitted inhibition curve with a large enough effect in the polarisation, with a control signal flat, not every such curve was filed as active; inconclusive = small, poorly fitted or top-dose-only effect, or effect the other way, or a change in a side signal; inactive = no such curve, though single readings can be large or run the other way; the % refers to the polarisation; note: % is set by controls: 0 for no effect and ±100 for the full control effect
Numbers without * were called inactive; i = inactive; ? = inconclusive; nt = no result given; [ ] = dose if it differs, or a comment. Unless noted, calls come from the whole dose curve; as a rule, active = well fitted curve in the direction sought with a large enough effect; inconclusive = small, poorly fitted or top-dose-only effect, or another doubt; inactive = no such curve, though single readings can be large; an effect the other way counts as inactive or inconclusive. Potency is the fitted concentration of half-maximal effect. A portion of the library (hit frequency here may not be typical).

RGS4 inhibitor	ERG Ets-DNA blk	HP1b binding inh	JMJD2A Tudor inh	PGK inhibitor	rTrxR1 inhibitor	GLS inhibitor	ALOX12 inh	Pin1 inhibitor	mol
10.1%	-2.7%	20.5%	-14.6%	-4.4%	11.6%	14.1%	2.2%	-3.2%	COc1ccc(C)cc1NS(=O)(=O)c1ccc2c(c1)CCN2C(C)=O
-5.0%	-2.7%	60.0%[activator]	-9.3%	-7.9%	?	-2.0%	-24.2%	3.4%	CC/C=C(/NC(C)=O)c1ccccc1
15.8%	4.1%	-29.5%	3.55µM*	i	5.2%[57.1 µM]	1.0%	-10.5%	0.9%	COCCNCC(=O)N1CCCCCC1
6.5%	-6.5%	8.2%	-23.1%	-1.2%	2.8%	7.0%	2.2%	15.0%	O=C(CC1S/C(=N/N=C/c2cccs2)NC1=O)Nc1ccc(Cl)c(Cl)c1 (centres undefined)
0.6%	-10.1%	29.5%	-1.0%	-0.1%	0.7%	-4.1%	11.8%	4.2%	COc1ccc(CN(C)C(=O)c2ccccc2OCc2c(C)noc2C)c(OC)c1
5.2%	2.5%	0.1%	?	3.1%	-12.1%	0.1%	4.8%	8.7%	O=[N+]([O-])c1ccccc1Sc1nccn1Cc1ccccc1
-5.0%	0.7%	?	-10.1%	nt	24.2%	4.8%	8.1%	-5.2%	Cc1cc(NC(=O)C23CC4CC(C2)CC(n2cnc([N+](=O)[O-])n2)(C4)C3)no1
3.8%	nt	29.2%	-12.8%	nt	17.5%	47.4%[activator]	-18.4%	3.9%	N#CC1=C(N)OC2=C(C(=O)CCC2)C1C1CC=CCC1 (centres undefined)
-17.9%	9.8%	56.7%[activator]	-6.9%	-1.4%	23.0%	18.3%	0.0%	-24.0%	Cc1ccc2nc(NCC(=O)NN)nc(-c3ccccc3)c2c1
-12.8%	-1.3%	61.1%[activator]	-3.5%	-6.9%	2.3%[57.1 µM]	-4.8%	-13.0%	-13.5%	CCS(=O)(=O)N1CC(=O)N(c2cccc(Cl)c2)C(C)(C(=O)NC2CCCCCC2)C1 (centres undefined)
30.8%	5.5%	12.4%	-24.3%	-5.7%	10.0%	4.1%	8.3%	-0.5%	CC(C)Cc1ccc(CN2CCCC(NC(=O)Cn3cnnn3)C2)cc1 (centres undefined)
4.5%	1.6%	2.2%	-25.3%	-0.1%	9.6%	-0.4%	-14.8%	-5.8%	CCOc1ccc(NC(=O)C2CCC(CNS(=O)(=O)c3ccc(Br)s3)CC2)cc1 (centres undefined)
27.2%	0.0%	28.2%	-12.1%	5.2%	18.6%	1.6%	-20.8%	1.4%	CC(CNC(=O)CN1C(=O)COc2ccc(S(=O)(=O)N3CCCCCC3)cc21)c1ccccc1 (centres undefined)
-40.2%	5.4%	27.6%	6.7%	-9.1%	20.2%	-1.4%	-22.1%	4.3%	CC(=O)c1cccc(NC(=O)N2CC(C)OC(C)C2)c1 (centres undefined)
-5.3%	-0.7%	48.6%[activator]	-2.5%	5.1%	-3.3%[57.1 µM]	0.6%	-2.1%	3.7%	Cc1c(C(=O)N/N=C/c2cccs2)nnn1-c1nonc1N

Grouped by structure: the compounds so far containing four or more nitrogen atoms
RGS4 inhibitor	ERG Ets-DNA blk	HP1b binding inh	JMJD2A Tudor inh	PGK inhibitor	rTrxR1 inhibitor	GLS inhibitor	ALOX12 inh	Pin1 inhibitor	mol
6.5%	-6.5%	8.2%	-23.1%	-1.2%	2.8%	7.0%	2.2%	15.0%	O=C(CC1S/C(=N/N=C/c2cccs2)NC1=O)Nc1ccc(Cl)c(Cl)c1 (centres undefined)
-5.0%	0.7%	?	-10.1%	nt	24.2%	4.8%	8.1%	-5.2%	Cc1cc(NC(=O)C23CC4CC(C2)CC(n2cnc([N+](=O)[O-])n2)(C4)C3)no1
-17.9%	9.8%	56.7%[activator]	-6.9%	-1.4%	23.0%	18.3%	0.0%	-24.0%	Cc1ccc2nc(NCC(=O)NN)nc(-c3ccccc3)c2c1
30.8%	5.5%	12.4%	-24.3%	-5.7%	10.0%	4.1%	8.3%	-0.5%	CC(C)Cc1ccc(CN2CCCC(NC(=O)Cn3cnnn3)C2)cc1 (centres undefined)
-5.3%	-0.7%	48.6%[activator]	-2.5%	5.1%	-3.3%[57.1 µM]	0.6%	-2.1%	3.7%	Cc1c(C(=O)N/N=C/c2cccs2)nnn1-c1nonc1N

New compounds follow:
RGS4 inhibitor	ERG Ets-DNA blk	HP1b binding inh	JMJD2A Tudor inh	PGK inhibitor	rTrxR1 inhibitor	GLS inhibitor	ALOX12 inh	Pin1 inhibitor	mol
-48.6%	12.9%	15.5%	-0.8%	-1.9%	39.1%[0.457 µM]	-3.1%	146.3%[activator]	-7.5%	CC(=O)c1ccc(OCC(O)CN2CCN(CC(O)COc3ccc(C(C)=O)cc3)CC2)cc1 (centres undefined)
-7.7%	3.2%	-14.5%[57 µM]	-35.2%	2.4%	30.7%[57.1 µM]	6.1%	?	1.6%	CCOc1ccc(C2c3[nH]c4ccccc4c3CCN2C(=O)CSCc2ccc(F)cc2)cc1 (centres undefined)
12.2%	-4.4%	40.5%	-2.7%	1.5%	-1.7%	3.1%	9.1%	-12.7%	Cn1c2c(c(=O)c3ccccc31)CCC(C)(C)O2
-15.5%	-7.4%	27.3%	-9.6%	-3.5%	18.9%	-1.3%	-5.9%	21.5%	COc1cccc(C(=O)NC(Cc2ccccc2)c2ccc3c(c2)OCCCO3)c1 (centres undefined)
-23.1%	5.3%	-0.3%	-22.0%	-8.7%	14.6%	-7.9%	?	12.4%	O=C(CCn1c(=O)c2cccn2c2cccnc21)Nc1ccccc1C(F)(F)F
-1.8%	3.8%	14.8%	-14.7%	-6.0%	3.8%	-8.5%	-3.4%	3.5%	CC(=O)c1c(C)[nH]c(C(=O)OCC(=O)Nc2cc(Cl)ccc2[N+](=O)[O-])c1C
-1.1%	1.5%	21.2%	-1.4%	nt	22.3%	3.7%	-0.2%	-3.3%	COc1ccc(Cc2nc3c4cnn(-c5ccccc5F)c4ncn3n2)cc1
-52.3%	nt	-0.8%	-22.2%	5.3%	-17.1%	-4.2%	-17.7%	-1.8%	COc1ccc(OC(=O)N2C/C(=C/c3ccccc3)C(=O)/C(=C\c3ccccc3)C2)cc1
8.2%	0.3%	5.9%	-12.2%	-1.0%	28.2%	1.0%	-20.6%	39.3%[activator]	CCc1cc(C(=O)N(CC(C)C)c2c(N)n(Cc3ccccc3)c(=O)[nH]c2=O)sc1C
-12.3%	-19.1%	-16.8%	?	-10.2%	-8.4%	0.6%	-20.3%	?	O=C1c2cccc3cccc(c23)C(=O)N1CCN1CCN(CC(O)COc2ccc3ccccc3c2)CC1 (centres undefined)
-45.3%	?	35.7%	-10.2%	-1.9%	-29.7%	-4.6%	72.9%[activator]	-8.5%	O=C(CCn1cccc1)NCc1ccccc1
4.0%	-1.2%	79.9%[activator]	18.1%	-2.0%	13.8%	4.2%	39.8µM*	5.8%	CCc1nc2ccccc2n1CCCCOc1ccccc1C

Compound activity: PubChem BioAssay, National Center for Advancing Translational Sciences (NCATS)
